Screening results deposited in PubChem by Sanford-Burnham Center for Chemical Genomics.
Jurkat NFkB inh = inhibitors of the PMA/ionomycin-induced NF-kB reporter in Jurkat cells | PMA/ionomycin-induced NF-kB luciferase reporter, luminescence | inhibition, % at 4 µM | 330,000 tested, 0.53% active; in the data active = inhibition above about 50%
697 NFkB inh = lowers PMA/ionomycin-induced NF-kB signal in 697 B cells; 697 B-cell NF-kB luciferase reporter, 16 h; inhibition, % at 4 µM; 330,000 tested, 0.33% active; in the data active = inhibition above about 35%
CHOP UPR activ = activators of apoptotic arm of unfolded protein response (CHOP) | AID 449763 | CHO-CHOP luciferase reporter, UPR activation, luminescence; percent of tunicamycin response over DMSO baseline | 330,000 tested, 0.34% active | activation, % at 10 µM;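 active = at 10 µM dose, activation of 40% or more, normalized to positive control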;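 note: 100% = tunicamycin at 10 µg/mL and 0% = DMSO alone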
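Material: CHO-CHOP cells, stable luciferase reporter of PERK-eIF2a-CHOP signalling; quantity: 500 reporter cells seeded per well; buffer or medium: F12 medium containing 10% fetal bovine serum; compound: one dose, 10 µM in 0.5% DMSO; incubation: 6 h compound treatment, 37 °C; measured by: Steady-Glo luciferase luminescence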
tim23-1 inh = growth inhibitors of tim23-1 mutant yeast; inhibition, % at 20 µM; S. cerevisiae tim23-1 growth, BacTiter-Glo luminescence, 24 h; 330,000 tested, 1.3% active;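 active = growth inhibition of the mutant yeast at or above 50%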;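 note: temperature-sensitive mutant grown at 25 °C; plate controls were DMSO-treated mutant yeast for no effect and medium wells lacking yeast for full effect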
XBP1 UPR activ = activators of adaptive arm of unfolded protein response (XBP1); CHO-XBP1 luciferase reporter, IRE1-XBP1 UPR activation, luminescence; percent of tunicamycin response, DMSO as zero; activation, % at 20 µM; 330,000 tested, 0.33% active; AID 463104;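 active = versus positive control, 20 µM dose yields 30% or more activation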;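 note: 100% = tunicamycin at 10 µg/mL and 0% = DMSO only wells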
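incubation = overnight seeding at 37 °C, 6 h compound treatment at 37 °C | assay system = CHO-XBP1 cells stably carrying IRE1-XBP1-driven luciferase reporter | input = 1000 cells per well | detection = luciferase luminescence | dosing = single point, 20 µM final compound, 1% DMSO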
APJ agonist = APJ receptor agonism | CHO-K1 APJ PathHunter beta-arrestin, luminescence; 0% DMSO wells, 100% apelin | activation, % at 20 µM | 330,000 tested, 0.11% active;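 active = activation more than six SD over the plate average, tested at 20 µM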;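 note: 0% = DMSO alone and 100% = apelin-13 at 10 nM; some results filed as inactive read as strong as hits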
Target sequence (P35414 whole entry, looked up): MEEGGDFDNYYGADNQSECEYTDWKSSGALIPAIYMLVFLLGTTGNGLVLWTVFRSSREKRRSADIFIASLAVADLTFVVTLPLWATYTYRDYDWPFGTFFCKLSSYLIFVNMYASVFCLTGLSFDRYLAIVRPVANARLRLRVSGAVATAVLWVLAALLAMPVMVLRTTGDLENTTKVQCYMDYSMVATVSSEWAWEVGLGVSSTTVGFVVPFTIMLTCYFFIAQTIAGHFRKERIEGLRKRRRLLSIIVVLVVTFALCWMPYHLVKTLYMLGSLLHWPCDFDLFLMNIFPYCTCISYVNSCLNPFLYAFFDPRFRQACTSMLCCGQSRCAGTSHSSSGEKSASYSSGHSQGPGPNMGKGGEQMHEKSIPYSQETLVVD
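Test system: CHO-K1 APJ beta-arrestin complementation cell line. Amount: cell density 1000 per well. Controls: DMSO negative, 10 nM Apelin-13 positive. Signal: luminescent beta-gal fragment complementation, chemiluminescent substrate. Read-out basis: agonist-driven arrestin binding to APJ. Timing: compound stimulation 90 min at 25 °C, detection 60 min.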
Mdm2-MdmX inh = disrupts the human Mdm2-MdmX interaction; O15151+Q00987; SaOS-2 split-luciferase Mdm2/MdmX complementation, luminescence; inhibition, % at 8 µM; 330,000 tested, 3% active;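 active = inhibition of at least 50% at 8 µM in the primary screen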
APJ antagonist = antagonists of human APJ apelin receptor. P35414. CHO-K1 APJ beta-arrestin complementation, luminescence. inhibition, % at 20 µM. 330,000 tested, 0.32% active. AID 2521;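 active = inhibition above about 40% at 20 µM, limit read from the data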;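 note: cells challenged with 10 nM apelin-13 agonist together with compound; plate controls were apelin-13 plus DMSO wells for no effect and DMSO wells lacking apelin-13 for full effect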
* = called active by the depositor; & = joins results of further samples.

SMILES | Jurkat NFkB inh | 697 NFkB inh | CHOP UPR activ | tim23-1 inh | XBP1 UPR activ | APJ agonist | Mdm2-MdmX inh | APJ antagonist
COC(=O)C1CCN(C(=O)c2ccc(OC)c(S(=O)(=O)N3CCCc4ccccc43)c2)CC1 | -25.3 | -18.9 | -0.1 | 23.7 | -2.3 | 1.6 | -22.6 | 9.7
COc1cccc(-c2noc(C3CCCN(S(=O)(=O)c4cccc(Cl)c4C)C3)n2)c1 (configuration not stated) | 1.9 | 11.8 | -0.4 | 19.5 | -1.3 | -7.5 | 17.0 | -2.5
COc1ccc(/C=N/n2c(-c3ccccc3)n[nH]c2=S)cc1 | -7.1 | -22.5 | 2.2 | 46.4 | -4.3 | -1.9 | 20.2 | -5.5
O=C1C2C(c3ccccc3)C=CC(c3ccccc3)C2C(=O)N1CCO (configuration not stated) | -12.7 | -18.4 | -2.1 | 8.1 | -3.0 | 0.7 | -12.0 | 18.5
CCc1ccc(/C(C)=N/NS(=O)(=O)c2ccc(OC)cc2)s1 | 10.9 | -5.9 | 0.8 | 37.6 | -1.8 | -3.9 | -33.7 | 15.3
CC(=O)N1c2c(cc(Br)cc2S(=O)(=O)NCc2cccnc2)CC1C (configuration not stated) | -2.0 | -10.5 | -0.1 | 14.2 | 2.2 | -0.7 | -79.0 | 14.2
Cc1csc(NC(=O)c2ccc(Cl)cc2[N+](=O)[O-])n1 | -44.3 | -63.2 | 4.1 | -1.7 | -1.8 | 1.8 | -61.9 | -59.7
CCn1nnc2cc(C(=O)Nc3ccc(C(=O)OC(C)C)cc3)ccc21 | 6.5 | -9.1 | -1.3 | 19.5 | 0.3 | -0.1 | -13.4 | 3.7
CCCNC(=O)NC(=O)COC(=O)CC(NC(N)=O)c1ccc(Cl)cc1 (configuration not stated) | 6.8 | 2.1 | -0.8 | -13.4 | -2.3 | -2.9 | -34.2 | 13.5
O=c1cc[nH]c2c(Cl)cccc12 | -3.0 | -5.2 | 3.8 | 12.6 | -0.9 | -1.2 | -2.1 | -4.7
CCC(C)NC(=O)c1cc(-c2ccc3c(c2)OCO3)on1 (configuration not stated) | -123.4 | -101.4 | 0.0 | 28.5 | -3.6 | -1.1 | -88.0 | 2.5
CCCCN(CCCC)CCNC(=O)CN1C(=O)COc2ccc(S(=O)(=O)N3CCC(C)CC3)cc21 | -0.5 | 1.1 | 4.3 | -0.6 | -2.0 | 2.4 | 9.5 | 30.0
CCOc1ccc2oc(C(=O)Nc3nccs3)c(C)c2c1 | -173.0 | -258.1 | 9.9 | 2.7 | 1.2 | -3.2 | -49.2 | -5.1
NNC(=O)c1cc(C2CC2)nc2ccc(Br)cc12 | -2.8 | -0.6 | 0.6 | 23.7 | -1.2 | -1.1 | 3.0 | -17.6
C/C(=N\NC(=O)c1ccc(Cl)cc1)c1cccnc1 | -17.6 | -32.8 | 3.0 | 4.5 | 6.6 | -3.9 | -41.5 | -6.7
O=C(CSc1ccc2nnc(-c3ccc(F)cc3)n2n1)NCc1ccco1 | -11.1 | -10.7 | -1.4 | 1.8 | 1.4 | -3.0 | 15.0 | 10.2
COc1ccc(NC(=O)C2CCCN(C(=O)Nc3ccc(OC)cc3)C2)cc1 (configuration not stated) | -3.7 | -2.2 | 1.0 | 10.6 | 2.4 | -1.3 | -25.3 | 19.0
Cc1ccc(CNC(=O)COC(=O)COc2ccc(C#N)cc2)cc1 | -6.1 | 12.0 | 1.3 | 17.5 | -2.7 | -1.9 | -34.0 | -13.5
CCCOc1cccc(-c2cc(C(=O)N/N=C/c3cccnc3)c3ccccc3n2)c1 | -14.0 | -18.6 | 3.0 | 14.0 | -0.9 | 2.5 | 26.0 | -45.7
CCOC(=O)CNC(=O)c1ccc2c(c1)OCCO2 | -20.2 | -19.9 | 1.4 | -0.6 | -0.9 | 1.1 | -2.6 | -15.7
Cc1ccc(C(=O)Nc2nc(-c3ccc(F)cc3)cs2)o1 | -6.5 | -14.8 | 3.0 | 27.8 | -2.3 | -1.6 | -1.0 | -13.4
O=C(COC(=O)c1ccc(Br)o1)Nc1nc2c(F)c(F)c(F)cc2s1 | -5.3 | -5.7 | 1.8 | -5.8 | -1.5 | -1.5 | 2.2 | -26.6
COc1c(Cl)cnn(-c2ccc(Cl)c(Cl)c2)c1=O | -4.0 | -36.3 | 4.1 | 12.8 | 1.5 | -4.7 | 32.8 | 1.4
COc1ccc(-c2nnc3sc(COc4ccccc4)nn23)cc1 | -27.9 | -2.6 | -2.8 | 1.5 | 1.4 | 3.3 | -20.2 | -5.6
CS(=O)(=O)/C(C#N)=C/c1c(-c2ccccc2)nc2n1CCS2 | 5.3 | 1.8 | 2.4 | 4.4 | -1.7 | 1.9 | 13.7 | 13.5
O=C(/C=C/Nc1ccc(OC(F)(F)F)cc1)C(F)(F)F | 2.0 | 10.2 | 0.9 | -5.4 | -4.1 | -0.6 | 8.0 | -20.1
Cc1cc(=O)[nH]c(SCC(=O)NC2CCCCC2)n1 | 4.9 | 10.1 | 1.4 | -8.5 | 0.6 | -2.0 | -10.7 | 6.2
O=C(COc1ccc(-n2cnnn2)cc1)Nc1ccccc1Cl | -7.1 | 2.9 | 1.7 | -19.2 | 2.8 | 1.7 | -7.2 | -9.2
Nc1ccc(N2CCCCC2)c2nonc12 | -7.2 | 10.6 | 2.0 | 33.7 | 2.9 | -0.6 | -14.2 | 11.0
CCOc1ccc(/C(C)=N\NC(=O)Cc2ccccc2)cc1 | 5.1 | 0.4 | -1.5 | 19.1 | 1.3 | 0.8 | -5.4 | -7.4
O=C(NCc1cccc(Cl)c1)C1CCC(=O)N(CC2CCCCC2)C1 (configuration not stated) | -4.4 | -8.7 | 1.2 | 2.2 | -2.3 | 2.7 | 11.8 | 0.9
CC(C)N(Cc1ccccc1)C(=O)COC(=O)C1CCN(c2ccc(C(F)(F)F)cn2)CC1 | -21.2 | -17.3 | -1.5 | 28.2 | -0.1 | -6.1 | -15.7 | 10.7
O=C(Oc1ccc(Br)cc1C(=S)N1CCCC1)c1ccccc1F | 5.6 | 8.0 | -0.3 | 38.1 | -1.5 | -7.0 | 19.5 | 13.2
CC(=O)Oc1ccc2occ(-c3ccccc3)c2c1 | -24.4 | -29.9 | 5.2 | 26.9 | -5.9 | -0.5 | 35.9 | 3.4
Cc1oc2c(CN3CCCC3)c(O)ccc2c(=O)c1-c1ccc(Cl)cc1 | 0.5 | -14.1 | -2.8 | 16.9 | -4.8 | -1.5 | 16.8 | 16.5
C=CCn1c(CSCc2ccc(F)cc2)n[nH]c1=S | 9.2 | 10.2 | -0.2 | 17.9 | -0.3 | -1.8 | 5.9 | -8.3
CCN(CC(=O)NCc1cccs1)C(=O)c1ccc(-c2cccc(C(F)(F)F)c2)o1 | 2.8 | 6.7 | 0.6 | 36.4 | -3.4 | -2.1 | 12.4 | -0.9
CC1CCCCN1S(=O)(=O)c1ccc(C(=O)Nc2nnc(-c3ccccn3)o2)cc1 (configuration not stated) | -10.9 | -27.3 | -0.6 | 3.9 | 1.0 | -2.4 | 4.5 | 3.3
CCN1CCc2nc(N)sc2C1 | 11.2 | -0.7 | -0.7 | 5.0 | 2.7 | 1.0 | -2.3 | 0.3
O=C(Cc1c[nH]c2ccccc12)NCC(=O)Nc1ccc(F)c(F)c1F | 0.7 | 21.7 | 0.4 | -11.7 | -0.6 | -0.4 | 23.8 | 4.6
CC1CN(C(=O)CSc2nnc(-c3ccncc3)n2-c2ccccc2)CC(C)O1 (configuration not stated) | 4.3 | 3.4 | -0.9 | -1.4 | -0.4 | -2.1 | 19.2 | 13.8
Cc1ccsc1C(=O)OCC(=O)NCCNC(=O)COC(=O)c1sccc1C | -0.2 | 9.1 | 2.5 | -4.8 | -0.9 | -0.6 | -3.7 | -3.3
CC(C)(C)NS(=O)(=O)c1ccc2[nH]c3c(c2c1)CCCCC3 | -10.0 | -6.6 | 2.2 | 22.4 | -4.1 | -0.1 | 32.4 | -4.3
CCOC(=O)c1cc(C#N)c(N2CCCCC2)nc1-c1ccccc1 | 4.8 | -12.4 | 0.8 | 30.1 | 0.5 | -2.5 | -6.5 | 0.8
NC(=O)N1c2ccccc2C=Cc2ccccc21 | -4.8&2.7 | 16.8&15.5 | -0.7&2.8 | -15.4&18.7 | -1.4&0.5 | -0.4&-0.1 | 14.5&13.2 | -5.1&7.1
COc1ccc(OC)c(NC(=O)C(=O)c2cn(CC(=O)N3CCCC3)c3ccccc23)c1 | -0.2 | -18.0 | 0.1 | -10.9 | -1.0 | -6.2 | 26.5 | 10.1
Cc1cccc(CSCCNC(=O)c2ccc(CN3CCOCC3)cc2)c1 | -1.0 | 1.8 | -1.8 | 12.5 | -0.7 | -2.4 | 5.2 | -6.2
CCCCn1c(NCc2cccs2)nc2ccccc21 | -3.0 | -22.1 | -2.6 | 17.7 | 0.1 | -2.3 | 5.6 | -12.4
COc1ccc(Cl)cc1NC(=S)NCCSc1ccc(C)cc1 | 5.0 | 18.7 | -0.8 | 31.7 | -3.4 | -2.8 | 14.4 | 10.1
O=C(c1cc(Cl)cc(Cl)c1)N1CCC(=O)N(C(COCc2ccccc2)Cc2ccccc2)CC1 (configuration not stated) | -11.0 | 3.1 | 0.1 | 32.8 | -5.2 | -4.5 | 28.6 | 4.3
COc1ccc2nc(C)cc(SCC(=O)Nc3c(C)cc(C)cc3C)c2c1 | 5.5 | -0.8 | -0.5 | 2.3 | -1.1 | -4.4 | 5.3 | -9.6
COc1ccc(NC(=O)C2CCCC2)cc1 | -3.5 | 0.1 | 3.4 | 10.9 | -1.3 | -1.8 | -2.0 | -20.3
O=C(Cc1cc(=O)[nH][nH]1)N/N=C/c1c(Cl)cccc1Cl | 6.3&-6.4 | 3.5&10.4 | -1.2&0.3 | 8.0&4.0 | 0.4&-2.4 | -1.3&-0.4 | 21.3&-26.5 | -20.2&4.4
Cn1c(=NC(=O)C(C)(C)C)sc2cccc(F)c21 | -0.2 | -0.5 | 3.2 | 18.7 | 2.4 | -2.1 | 1.1 | 7.5
CC(NC(=O)CSc1nnc2n1CCCCC2)c1ccccc1Cl (configuration not stated) | 5.9 | 19.4 | -0.7 | 19.0 | 0.1 | -2.0 | -18.9 | -7.3

6 compounds drawn at random from the list so far:
SMILES | Jurkat NFkB inh | 697 NFkB inh | CHOP UPR activ | tim23-1 inh | XBP1 UPR activ | APJ agonist | Mdm2-MdmX inh | APJ antagonist
COc1ccc(NC(=O)C2CCCC2)cc1 | -3.5 | 0.1 | 3.4 | 10.9 | -1.3 | -1.8 | -2.0 | -20.3
O=C(Cc1cc(=O)[nH][nH]1)N/N=C/c1c(Cl)cccc1Cl | 6.3&-6.4 | 3.5&10.4 | -1.2&0.3 | 8.0&4.0 | 0.4&-2.4 | -1.3&-0.4 | 21.3&-26.5 | -20.2&4.4
CC(NC(=O)CSc1nnc2n1CCCCC2)c1ccccc1Cl (configuration not stated) | 5.9 | 19.4 | -0.7 | 19.0 | 0.1 | -2.0 | -18.9 | -7.3
COc1ccc2nc(C)cc(SCC(=O)Nc3c(C)cc(C)cc3C)c2c1 | 5.5 | -0.8 | -0.5 | 2.3 | -1.1 | -4.4 | 5.3 | -9.6
COc1ccc(Cl)cc1NC(=S)NCCSc1ccc(C)cc1 | 5.0 | 18.7 | -0.8 | 31.7 | -3.4 | -2.8 | 14.4 | 10.1
Cn1c(=NC(=O)C(C)(C)C)sc2cccc(F)c21 | -0.2 | -0.5 | 3.2 | 18.7 | 2.4 | -2.1 | 1.1 | 7.5
